DAGLB inhibitor – blocks human DAGLB lipase activity; Q8NCG7; 0.059% of 340,000 active; inhibition, % at 5.17 µM; HEK293T DAGLB membrane lysate, EnzChek fluorogenic substrate; AID 504411; in the data active means inhibition above about 34%;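 further: 0% = enzyme with vehicle and 100% = wells lacking enzyme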
HTR5A ag ctr – activates human HTR5A in OPRM1-OPRD1 agonist counter-screen; P47898; HTR5A agonist assay, luminescence, cell-based; activation, % at 9.3 µM; 0.61% of 340,000 active; AID 504692; in the data active means activation mostly above about 9.5%, no sharp cut-off; inactive means mostly below about 7.6%;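 further: 0% = cells with vehicle only and 100% = reference agonist; strong numbers were not always called active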
Target sequence (P47898 whole entry, looked up): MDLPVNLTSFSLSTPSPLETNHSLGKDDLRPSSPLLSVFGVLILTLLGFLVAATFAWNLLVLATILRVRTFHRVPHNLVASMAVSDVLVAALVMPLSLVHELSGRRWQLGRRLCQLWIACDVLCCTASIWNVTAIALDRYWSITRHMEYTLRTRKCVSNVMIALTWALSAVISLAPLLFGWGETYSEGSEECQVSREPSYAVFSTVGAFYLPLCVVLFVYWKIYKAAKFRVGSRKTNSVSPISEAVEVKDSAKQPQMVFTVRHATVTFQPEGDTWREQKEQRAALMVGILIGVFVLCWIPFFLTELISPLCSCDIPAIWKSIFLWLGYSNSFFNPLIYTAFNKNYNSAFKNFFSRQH
AddAB inh – less growth of phage-infected E. coli with AddAB. E. coli expressing H. pylori AddAB, absorbance growth. inhibition, % at 11.9 µM. 0.29% of 330,000 active. AID 435030; in the data active means inhibition above about 12%;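 further: 0% = vehicle wells of infected cells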
phage Ecoli inh – E. coli growth loss with phage present; growth absorbance; inhibition, % at 11.9 µM; 0.26% of 360,000 active; in the data active means inhibition above about 11%
CDK5 inh – inhibitors of human CDK5/p35 kinase; Q00535+Q15078; Recombinant CDK5/p35, ADP-Glo luminescence, 60 min; inhibition, % at 10 µM; 0.01% of 330,000 active; AID 488839;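 active means highest replicate inhibition of at least 50% and at least 75% of replicates reaching 50%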;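 further: plate controls were DMSO neutral control for no effect and GW8510 at 10 µM for full effect; many of its hits are not listed in these tables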
Target sequence (Q00535 whole entry, looked up): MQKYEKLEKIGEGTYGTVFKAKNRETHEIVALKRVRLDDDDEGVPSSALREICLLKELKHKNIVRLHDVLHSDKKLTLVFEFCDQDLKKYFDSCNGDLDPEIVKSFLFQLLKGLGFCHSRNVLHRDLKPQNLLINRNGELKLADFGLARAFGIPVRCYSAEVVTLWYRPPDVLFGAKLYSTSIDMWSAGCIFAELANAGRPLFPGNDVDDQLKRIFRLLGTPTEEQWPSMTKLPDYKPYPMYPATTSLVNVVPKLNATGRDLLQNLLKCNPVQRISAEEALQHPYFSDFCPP
Target sequence (Q15078 whole entry, looked up): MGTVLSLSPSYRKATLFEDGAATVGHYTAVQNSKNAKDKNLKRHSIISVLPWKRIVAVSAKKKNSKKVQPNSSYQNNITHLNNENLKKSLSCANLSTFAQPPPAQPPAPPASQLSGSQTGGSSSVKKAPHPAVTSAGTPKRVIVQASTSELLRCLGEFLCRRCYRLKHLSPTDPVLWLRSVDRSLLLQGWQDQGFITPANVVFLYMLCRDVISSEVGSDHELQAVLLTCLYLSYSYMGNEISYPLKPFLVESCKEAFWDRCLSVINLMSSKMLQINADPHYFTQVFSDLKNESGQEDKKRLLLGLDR
Mot1-301 SUMO – blocks SUMOylation pathway, rescuing yeast Mot1-301 growth; S. cerevisiae Mot1-301 growth rescue, ATP luminescence, 38.5C; percent above DMSO median, 100 means doubled; 1% of 320,000 active; growth rescue, % at 18.8 µM;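 active means every valid replicate shows activation above 250% relative to neutral control wells; inactive means the rest, any valid replicate at or below 250%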;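 further: OY570 slx delta 5 strain wells were the positive control but not used for scaling; some compounds called inactive have numbers as strong as hits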
PKA-R2B activ – activators of human PKA-R2B complex. P22694+P31323. 0.079% of 340,000 active. PKA-R2B holoenzyme dissociation, Cy5-IP20 fluorescence polarization; R2B truncated from residue 108, S112A mutant; 0% DMSO only, 100% 113 µM cGMP. activation, % at 11.4 µM;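 active means activation above a cutoff set at the mean over all compounds plus 3 SD, cut at about 18% in these data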;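 further: higher means more holoenzyme dissociation and a rise in polarization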
PKA-R1A activ – PKA-R1A complex activation | P00514+P68181 | PKA-R1A dissociation, Cy5-IP20 fluorescence polarization; scaled: DMSO 0%, 113 µM cGMP 100% | activation, % at 11.4 µM | 0.083% of 340,000 active | AID 504707;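 active means percent activation above the mean of all tested compounds plus 3 SD, cut at about 19% in these data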;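 further: higher means more PKAc released from R1A so a rise in polarization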
Tat export inh – E. coli Tat transport inhibition; inhibition, % at 10 µM; E. coli MC4100 TorA-mCherry Tat export, fluorescence; 0.036% of 340,000 active;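 active means mean replicate inhibition at least 50% and at least half of replicates individually reaching 50%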;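 further: exported cargo escapes ClpAP degradation while cytoplasmic cargo is degraded and loses fluorescence; 0% = median of neutral control wells and 100% = median of NaSCN control wells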
HTR5A inv ag – counter-screen for OPRM1-OPRD1 inverse agonists: human HTR5A inverse agonism; HTR5A cell line, luminescence; AID 504634; inhibition, % at 9.3 µM; 0.083% of 340,000 active; P47898; in the data active means inhibition mostly above about 23%, no sharp cut-off; inactive means mostly below about 18%;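 further: 0% = cells with DMSO and 100% = no-cell wells with DMSO; some compounds called inactive have numbers as strong as hits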
Ecoli viability – counter-screen for AddAB inhibitors: E. coli growth inhibition; AID 449728; inhibition, % at 11.9 µM; E. coli V3065 growth, OD600 absorbance, 18 h; 0.27% of 330,000 active;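 active means inhibition above the campaign's mean inhibition across all tested compounds plus 3 SD, cut at about 9.9% in these data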;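 further: uninfected addAB+ strain grown without phage in ampicillin broth; 0% = DMSO wells and 100% = ciprofloxacin 0.95 µg/ml wells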
* = called active by the depositor; . = no result given.

entry	structure	AddAB inh	HTR5A ag ctr	Tat export inh	PKA-R2B activ	CDK5 inh	phage Ecoli inh	PKA-R1A activ	Ecoli viability	HTR5A inv ag	Mot1-301 SUMO	DAGLB inhibitor
1	COC(=O)c1ccc2c(=O)n(Cc3ccco3)c(SCC(=O)Nc3cc(C)on3)nc2c1	3.2	-5	19	3	0.1	3.6	-13	0.4	13	11	0
2	CCCCN(CCCNC(=O)Cn1ncc2ccsc2c1=O)Cc1ccccc1	3.5	-3	-1	-11	-0.2	4.4	-13	1.3	9	-6	-1
3	O=C(CNCC1CCCO1)N1CCCCCC1 (stereo not drawn)	-1.7	3	29	-13	-2.3	5.3	9	2.3	-8	11	4
4	COCCCNc1nc2nonc2nc1N1CCN(Cc2cccc(C)c2)CC1	-0.2	-3	1	-8	1.3	2.0	-6	-0.7	-2	-9	-3
5	CN(Cc1c(F)cccc1Cl)C(=O)c1cc2ccccc2o1	1.9	2	1	-4	0.0	4.7	5	-1.0	-6	26	-4
6	CCOC(=O)c1ccc(NC(=O)N2CCOCC2)cc1	1.3	2	1	-6	0.0	2.1	-7	-4.0	14	0	-1
7	CCOC(=O)N1CCN(S(=O)(=O)c2ccc(C(=O)Nc3sc4c(c3C(=O)OC)CCN(C)C4)cc2)CC1	0.2	0	-4	-9	-0.2	3.9	-2	1.2	14	63	-1
8	Cc1ccc(NC(=O)CN2CCCCCC2)cc1[N+](=O)[O-]	3.8	1	-6	1	1.0	0.6	-2	-1.3	-5	-6	-4
9	CC1CCN(C(c2ccc(N(C)C)cc2)c2nnnn2Cc2ccccc2)CC1 (stereo not drawn)	2.1	4	-7	-8	-0.5	2.3	-1	0.0	-4	-4	-6
10	Cc1ccc(-c2csc(NC(=O)CSC3=NCCS3)n2)cc1	0.8	-7	9	0	-2.7	3.7	-7	2.9	19	27	-10
11	Cc1cc(-c2ccccc2)nc(=O)[nH]1	4.3	4	4	-15	0.5	1.5	-3	0.2	-6	0	4
12	COc1ccccc1N1C(=O)c2ccc(C(=O)Nc3cccc(C(C)=O)c3)cc2C1=O	-1.3	2	1	-4	-0.2	1.8	-1	-1.6	-8	260	0
13	CCCOc1ccccc1OCC(=O)Nc1ccc(S(=O)(=O)N2CCCCC2)cc1	4.9	-1	-4	0	2.5	2.5	-13	-0.1	3	7	-4
14	CCCS(=O)(=O)N1CCCC(C(=O)Oc2ccc(C)c(C)c2)C1 (stereo not drawn)	2.3	-1	-3	-3	0.2	1.5	-4	2.2	5	-12	-1
15	COc1ccc(NC(=O)C2CC(c3cccc(Br)c3)=NO2)cc1OC (stereo not drawn)	-0.7	5	2	-5	-1.2	-1.5	3	-0.6	21	1	-2
16	O=c1c(Cl)c(NCCO)cnn1-c1cccc(Cl)c1	-1.0	0	6	2	0.7	2.4	-9	1.6	0	157	1
17	COc1ccc(NC(=O)[C@@H]2CCCN2C(=O)[C@@H]2Cc3ccccc3CN2C(=O)OC(C)(C)C)cc1	1.3	0	13	-17	-5.4	-2.9	-2	-1.4	8	-12	-1
18	O=C(/C=C/Nc1ccccc1)c1cnc(-c2ccccc2)s1	2.4	-1	0	-2	-0.2	0.8	-12	-0.3	3	-10	0
19	COc1ccc(N(Cc2ccccc2)S(=O)(=O)c2cccc(C(=O)O)c2)cc1	-0.3	0	2	-6	-1.5	0.2	2	-2.5	-11	-13	3
20	Cc1cc(C(=O)C(=O)N(C)C)c(C)n1-c1ccc(Cl)cc1	0.7	2	-19	-8	0.3	5.8	-12	-0.9	-6	42	-2
21	CC(C)c1ccc(NC(=O)NCc2ccccn2)cc1	0.2	1	-2	-10	0.4	1.4	2	2.6	-7	2	0
22	COc1ccc(/C(C)=N\NC(=O)CSc2nnc(C)s2)cc1	0.3	3	1	0	0.8	1.1	-12	-1.2	-12	-7	-2
23	O=C(c1ccc(-c2nnc(-c3ccccc3)o2)cc1)N1CCCCCC1	2.7	1	6	-8	7.3	2.5	-5	0.1	16	-23	-1
24	COCCCn1c(SCC(=O)NC2CCCCC2)nnc1-c1ccncc1	1.1	-4	-3	4	-0.3	1.4	-7	-1.6	2	14	1
25	O=C(Cc1ccc(-n2c(=O)c3sccc3n(Cc3ccc(F)cc3)c2=O)cc1)NCc1ccco1	0.9	3	10	-15	-1.0	1.1	-10	0.3	-7	6	-1
26	COc1ccc(/C=C/C(=O)c2ccc3c(c2)OCO3)c(OC)c1	-1.6	3	3	-2	1.8	4.1	-2	-2.9	-7	0	-13
27	COc1ccccc1N1CCN(/N=C/c2cc(OC)c(OC(C)=O)c(OC)c2)CC1	-1.0	0	2	8	0.3	0.2	-2	1.1	1	5	0
28	O=S(=O)(O)c1ccc(Cl)c(Cl)c1	.	-5	1	4	0.2	1.2	-18	.	18	.	0
29	Cc1cc(C)c(C(N)=O)c(Nc2cccc(Cl)c2C)n1	1.0	0	-4	-9	-1.3	1.9	1	-0.8	10	-10	0
30	CCOC(=O)C(C(C)=O)c1nc(C)nc2c1nnn2Cc1ccccc1Cl (stereo not drawn)	.	-1	6	6	0.4	-0.8	3	.	5	.	2
31	CC(C)CNC(=O)C(=O)NC1CCCC1	-0.9	-1	2	2	-0.9	-0.4	0	-5.0	-18	-11	-3
32	C[C@@H](C(=O)Nc1ccc2ccccc2c1)[C@@H]1C[C@@]1(C)[C@@H](NC(=O)c1cccnc1)c1ccccc1	0.8	-2	7	4	-1.3	2.3	-2	1.2	10	19	-4
33	CCn1c(O)c(N=NC(=O)CNC(=O)/C=C/c2ccccc2)c2ccccc21	5.5	-4	-2	2	-0.1	2.5	4	0.6	-11	9	1
34	Cn1nc(C(F)(F)F)c(-c2ccccc2)c1NC(=O)c1nccnc1C(=O)O	0.9	-5	2	12	0.3	-1.3	-6	-2.0	5	-11	3
35	CCOc1ccccc1CNC(=O)C1CCC(=O)N1C(C)C (stereo not drawn)	0.4	1	-8	-1	-0.7	1.1	2	-0.6	16	-17	0
36	CC(C)=CCc1c(C)nc2ccccc2c1C(=O)O	2.7	0	1	-4	-1.3	1.4	0	-0.7	0	19	-2
37	O=C(Nc1ccccc1)N1N=C(c2cccs2)CC1c1cccs1 (stereo not drawn)	2.6	2	22	-16	1.9	2.1	-4	0.2	-23	9	-4
38	COc1ccc(OC)c(S(=O)(=O)N2CCC3(CC2)OCCN3S(=O)(=O)c2ccccc2)c1	1.0	7	-12	8	0.4	4.1	-4	-0.8	24	-5	1
39	COc1ccc(CCNC(=O)Cc2ccc(NS(=O)(=O)c3ccc(F)cc3)cc2)cc1OC	2.6	-2	4	3	-2.9	1.9	0	2.3	3	.	-1
40	COc1ccc(-c2ccc(SCC(=O)NCc3ccc4c(c3)OCO4)nn2)cc1OC	3.1	1	5	-1	0.3	-0.5	-3	-0.5	-3	-10	0
41	Cc1cc(C(=O)NCc2cccs2)c(C)o1	1.5	4	1	4	-1.1	-1.7	9	0.7	-7	-12	1
42	O=C1CC(c2ccccc2)CC(O)=C1C=Nc1ccccc1Cl (stereo not drawn)	-0.2	3	-4	-6	-1.2	-0.7	-15	2.0	5	-6	-7
43	COc1ccc(N2CCN(C(=O)COc3ccc4c(C)cc(=O)oc4c3)CC2)cc1	-0.9	-1	0	2	-0.4	2.5	-13	-0.2	5	281	-1
44	CCOC(=O)CSc1nc2cc(C(=O)NCc3ccco3)ccc2c(=O)n1-c1ccc(F)cc1	-1.0	1	0	-14	-0.5	.	-5	-1.5	3	12	3
45	O=C(CNc1ccccc1F)Nc1cccc2ccccc12	3.0	-2	10	0	-0.1	1.4	7	1.1	5	-9	-3

Compounds shown so far containing a Cl atom (seven):
entry	structure	AddAB inh	HTR5A ag ctr	Tat export inh	PKA-R2B activ	CDK5 inh	phage Ecoli inh	PKA-R1A activ	Ecoli viability	HTR5A inv ag	Mot1-301 SUMO	DAGLB inhibitor
5	CN(Cc1c(F)cccc1Cl)C(=O)c1cc2ccccc2o1	1.9	2	1	-4	0.0	4.7	5	-1.0	-6	26	-4
16	O=c1c(Cl)c(NCCO)cnn1-c1cccc(Cl)c1	-1.0	0	6	2	0.7	2.4	-9	1.6	0	157	1
20	Cc1cc(C(=O)C(=O)N(C)C)c(C)n1-c1ccc(Cl)cc1	0.7	2	-19	-8	0.3	5.8	-12	-0.9	-6	42	-2
28	O=S(=O)(O)c1ccc(Cl)c(Cl)c1	.	-5	1	4	0.2	1.2	-18	.	18	.	0
29	Cc1cc(C)c(C(N)=O)c(Nc2cccc(Cl)c2C)n1	1.0	0	-4	-9	-1.3	1.9	1	-0.8	10	-10	0
30	CCOC(=O)C(C(C)=O)c1nc(C)nc2c1nnn2Cc1ccccc1Cl (stereo not drawn)	.	-1	6	6	0.4	-0.8	3	.	5	.	2
42	O=C1CC(c2ccccc2)CC(O)=C1C=Nc1ccccc1Cl (stereo not drawn)	-0.2	3	-4	-6	-1.2	-0.7	-15	2.0	5	-6	-7

Next part:
entry	structure	AddAB inh	HTR5A ag ctr	Tat export inh	PKA-R2B activ	CDK5 inh	phage Ecoli inh	PKA-R1A activ	Ecoli viability	HTR5A inv ag	Mot1-301 SUMO	DAGLB inhibitor
46	CCN(CC)S(=O)(=O)c1ccc(OC)c(NC(=O)c2cccs2)c1	0.3	7	2	-8	0.8	2.2	-2	1.2	-37	-18	0
47	CCOC(=O)Cn1c2[n+](c3ccccc31)CC(O)CS2 (stereo not drawn)	0.8	5	5	-6	2.2	1.9	-3	2.2	17	6	1
48	N#C/C(=C\c1ccncc1)c1nc2ccccc2c(=O)[nH]1	4.1	-2	-8	-5	2.1	1.7	-23	0.7	7	122	-2
49	Cc1ccccc1C(=O)NCC(=O)OC(C)C(=O)Nc1ccnn1C(C)C (stereo not drawn)	4.2	0	-2	-1	0.4	1.8	-6	2.1	1	-11	1
50	CCOC(=O)C1CCCN(Cc2ccc(OC)c(OCc3ccccc3)c2)C1 (stereo not drawn)	4.0	5	-5	3	1.1	2.7	-4	0.9	-18	35	-5
51	COC(=O)C1(Cc2ccc(O)cc2)OC(=O)C(O)=C1c1ccc(O)cc1 (stereo not drawn)	1.9	3	-11	3	14	2.6	6	-0.8	12	381*	0
52	Cc1ccc(NC(=O)Cc2noc3ccccc23)c(C)c1	0.5	3	-3	-5	.	-0.2	-9	-0.1	1	-5	-2
53	O=C(C/C=N\OCc1c(Cl)cccc1Cl)Oc1ccc(Cl)cc1Cl	1.1	-1	0	-10	-0.1	1.6	0	-1.4	3	8	-12
54	O=C(N/N=C/c1ccc(OCC(=O)N2CCCC2)cc1)C(=O)NC1CC1	2.2	3	0	2	1.3	1.2	-13	1.0	-12	8	-1
55	Cc1ccc(N(C(=O)CCCC(=O)Nc2ccccn2)C(C(=O)NC2CCCC2)c2ccc(O)cc2)cc1C (stereo not drawn)	2.0	4	1	0	0.3	-0.4	9	-1.8	-11	-15	-2

Compound activity deposited in PubChem BioAssay by several laboratories.
